RMI-FANCM inh: blocks RMI1/RMI2 complex binding to FANCM MM2 peptide; FP signal (polarization) at 33 µM; actives 0.58% (n = 70,000); Fluorescence polarization, RMI core complex with F-MM2 peptide; active compounds read low; in the data active = FP signal below about 40; note: inactives centre near 61; strong numbers were not always called active; unit not given here
Starred values were filed as active, the others as inactive; & = joins results of further samples.

Molecule	RMI-FANCM inh
COc1ccc(NC(=O)c2oc3ccccc3c2NC(=O)CCCc2ccccc2)cc1	72
O=S(=O)(N=C(Nc1ccc2ccccc2c1)c1ccccc1)c1ccc(Cl)cc1	63
CC1(C)CCC[C@@]2(C)C1[C@@H](O)C[C@]1(C)C2CC[C@@H]2[C@@]3(C)CC[C@H](C(C)(C)O)[C@@H]3CC[C@@]21C (stereo partly specified)	57
COc1ccc(Br)c(C(=O)/C(C#N)=N\Nc2ccc(F)cc2)c1	61
N#Cc1c(Cl)cccc1Oc1ccc(S(=O)(=O)Oc2c(Cl)cccc2Cl)cc1	45
NCc1ccc2[nH]c3c(c2c1)CCCC3	60
O=C1CCC(C(=O)Nc2nc(CC(=O)N3CCN(c4ccccn4)CC3)cs2)N1 (stereo unspecified)	62
NCCCN1CCOC(c2ccccc2)C1 (stereo unspecified)	70
CCCN1CCCc2cc(CCNC(=O)C(=O)Nc3ccccc3OCC)ccc21	163
NC(=O)Cc1csc(Nc2ccc(OC(F)(F)F)cc2)n1	65
CCOC(=O)c1cnc(SCC(=O)c2cc(Cl)c(Cl)s2)nc1N	66
N#CCCN1CCN(C(=S)c2ccc(-c3cccc(Cl)c3)o2)CC1	62
CCOC(=O)c1sc(NC(=O)c2cc(S(=O)(=O)N(C)CCCl)ccc2OC)c(C(=O)OCC)c1C	63
O=S(=O)(NCc1ccc(-c2ccc(F)cc2F)o1)c1ccccc1	63
O=C(NC(=S)Nc1ccc(Cl)cc1)c1ccc([N+](=O)[O-])o1	55
CCCN1C(=O)C(C)(C)COc2ccc(NC(=O)c3ccc(OC(C)C)cc3)cc21	73
CCNc1nc(NCC)n2c(SCC(=O)Nc3ccc(OC(F)F)cc3)nnc2n1	56
CCc1nnc(C2CCN(C(=O)NCc3ccccc3)CC2)s1	63
COC(=O)c1ccc(NC(=O)COc2coc(CN3CCN(C(=O)c4ccco4)CC3)cc2=O)cc1	53
COC(=O)CN=CC(C(C)=O)=C(C)O	56
O=C(Cc1csc(Nc2ccccc2)n1)N1CCN(c2ccc(F)cc2)CC1	64
COCCN1CCCc2ccc(N)cc21	-72*
Cc1ccc(NC(=O)c2sccc2S(=O)(=O)N(C)c2ccc(F)cc2)cc1F	65
O/N=C\c1ccc(Cl)s1	54

Grouped by structure: the compounds so far with a furan ring, fused or not (5)
Molecule	RMI-FANCM inh
COc1ccc(NC(=O)c2oc3ccccc3c2NC(=O)CCCc2ccccc2)cc1	72
N#CCCN1CCN(C(=S)c2ccc(-c3cccc(Cl)c3)o2)CC1	62
O=S(=O)(NCc1ccc(-c2ccc(F)cc2F)o1)c1ccccc1	63
O=C(NC(=S)Nc1ccc(Cl)cc1)c1ccc([N+](=O)[O-])o1	55
COC(=O)c1ccc(NC(=O)COc2coc(CN3CCN(C(=O)c4ccco4)CC3)cc2=O)cc1	53

Continued.
Molecule	RMI-FANCM inh
NC(=O)C1CCN(CC(O)Cc2ccc3c(c2)OCO3)CC1 (stereo unspecified)	52
O=C(NC(=S)Nc1cccc(C(F)(F)F)c1)c1ccc2nonc2c1	53
Cc1cc(C)cc(NC(=O)C2CCCN(S(C)(=O)=O)C2)c1 (stereo unspecified)	66
Cc1ccc(-n2nnc(C(=O)OCc3nc(-c4ccc(Cl)cc4)oc3C)c2C)cc1	64
Cc1cc(Cl)c(Cl)cc1S(=O)(=O)Nc1cccnc1	66
CCOC(=O)c1oc2ccccc2c1NC(=O)c1ccc2c(c1)OCCO2	78
O=C(COc1ccccc1F)NCCn1ncc2c(=O)n(Cc3ccccc3F)cnc21	65
CCCCOc1ccccc1-c1cc2c(SCC(=O)Nc3ccc4c(c3)OCO4)nccn2n1	76
O=C(Cn1c(=O)n(Cc2cccs2)c(=O)c2ncccc21)Nc1ccc(Cl)cc1	70
C=CCn1c(SCC(=O)Nc2ccc(-c3ccccc3)cc2)nc2sc3c(c2c1=O)CCC(C)C3 (stereo unspecified)	80
CCOc1ccc(S(=O)(=O)N2CCc3ccccc3C2)cc1CC	66
CCOC(=O)c1c(-c2ccc(C)o2)csc1NC(=O)CSc1nnc2cc(C)c3ccccc3n12	62
COCCNC(=O)C(=O)Nc1cccc(N2CCCS2(=O)=O)c1	64
O=C(Cn1nc(-c2cccc(Br)c2)sc1=Nc1ccccc1)c1ccc(Cl)cc1	64
COCCNC(=O)C(=O)NCC(c1cccn1C)N1CCc2ccccc2C1 (stereo unspecified)	65
O=C(COc1ccc(Cl)cc1)NNC(=O)c1cccn(Cc2ccc(F)cc2)c1=O	64
N#Cc1ccc(NS(=O)(=O)c2cc(Cl)sc2Cl)cc1	59
Cc1onc(-c2ccccc2Cl)c1C(=O)N1c2ccccc2CC1C(N)=O (stereo unspecified)	54
CCCN1CCCc2cc(CCNC(=O)COc3ccc(OC)cc3)ccc21	63
Cc1nc(C)c(-c2cnc(NS(=O)(=O)c3cc(C(F)(F)F)cc(C(F)(F)F)c3)nc2)s1	54&51
CC(C)CCN1C(=O)C(C)(C)COc2ccc(NC(=O)C3CC3)cc21	69
O=C(CCc1ccccc1)N1CCN(Cc2nc3ccccc3[nH]2)CC1	59
Cc1ccc(Cl)cc1NC(=O)CCC(=O)O	57
CC(=O)Nc1nnc(SCc2ccc(Cl)c(Cl)c2)s1	60
CC(=O)CSc1nc2c(cnn2CCO)c(=O)[nH]1	67
Cc1ccc(CC(=O)Nc2nnc(-c3cc(C)n(C)n3)o2)c(C)c1	67
CCOC(=O)N1CCC(=C2c3ccc(Cl)cc3CCc3cccnc32)CC1	59&59&52
O=C(NCCn1ncc2c(=O)n(Cc3cccc(Cl)c3)cnc21)c1c(F)cccc1F	67
O=C(NCc1ccc(F)cc1)C(=O)NCc1ccsc1	69
COc1ccc(C(=O)Nc2nnc(-c3ccc(Br)s3)o2)cc1	66
Cn1nccc1C(=O)N(CCN1CCOCC1)c1nc2c(Cl)cccc2s1	68
Cc1csc(CN2CCN(C(=O)C(C)Oc3ccccc3)CC2)n1 (stereo unspecified)	62
Clc1ncnc2c1c(-c1ccccc1)cn2-c1ccccc1	62
Cc1cc(C)c(NC(=O)Cc2cc(=O)[nH]c(SCc3ccc(F)cc3)n2)c(C)c1	65
CCNC(=O)Cc1csc(NC(=O)c2ccco2)n1	69
CCN(CCCNC(=O)CCc1nc2sc3c(c2c(=O)[nH]1)CCCCC3)c1cccc(C)c1	92
CCCS(=O)(=O)c1cscc1NC(=O)c1ccc(-c2cc(C(F)(F)F)nn2C)s1	66
O=S(=O)(c1cccc(Cl)c1)N1CCN(C(c2ccccc2)c2ccccc2)CC1	55
COc1ccc(N2CCN(CCNS(=O)(=O)c3ccc(OC)c(Cl)c3)CC2)cc1	62
O=c1oc(Nc2ccccc2)nc2ccccc12	58
O=c1c(C=NCCCn2ccnc2)c(CSc2ccc(Cl)cc2)[nH]n1-c1nc2ccccc2s1	62
S=C(Nc1ccccc1Cl)N1CCc2ccccc2C1	54
S=C1SCN(Cc2cccnc2)CN1Cc1cccnc1	60&55
Cc1cc(=O)[nH]c(O)c1C#N	59
c1ccc(-c2cc(-c3csc(-c4ccc5c(c4)OCCO5)n3)on2)cc1	62
CC(Nc1ncnc2nc[nH]c12)c1ccccc1 (stereo unspecified)	63
COc1ccccc1N1CCN(C(=O)Cn2cnc3c(sc4ccccc43)c2=O)CC1	62
CCCc1nn(C)cc1C(=O)NCC(=O)OCC	54
COc1ccc(N2CCN(S(=O)(=O)CCCNC(=O)c3ccc[nH]c3=O)CC2)cc1	62
Cc1cc2nc(N(CCN(C)C)C(=O)CSc3ccc(F)cc3)sc2cc1C	57
CC12CCC3C(CCC4CCCCC43C)C1CC/C2=N/N=C\c1ccccc1C(F)(F)F (stereo unspecified)	61
CCOC(=O)C(=O)C=C(O)c1ccc2cc3ccccc3cc2c1	46
COc1cccc2cc(C(=O)Nc3cc(C)nn3C)oc12	63
Cc1ccc(Cn2cc(C(=O)NNC(=O)Nc3cccs3)ccc2=O)cc1	63
O=C1CSC(c2ccc(Cl)c(Cl)c2)N1c1ccc(F)cc1 (stereo unspecified)	55
COc1ccc(Cl)cc1NC(=O)NCC(c1ccsc1)N1CCCC1 (stereo unspecified)	74

The list goes on:
Molecule	RMI-FANCM inh
CCOC(=O)c1cc(-c2csc(CS(=O)(=O)c3ccc(Cl)cc3)n2)on1	54
CCOc1cc(C(=O)Nc2ccc3c(c2)NC(=O)C(C)(C)CO3)cc(OCC)c1OCC	66
CCOCCOC(NC(=O)OCC)(C(F)(F)F)C(F)(F)F	63
CC(C)(C)c1ccc(NC(=O)c2ccsc2)cc1	57
O=C(NCc1n[nH]c(=O)c2ccccc12)c1ccc([N+](=O)[O-])o1	55
Cc1ccc(N2CCn3c2nn(CC(=O)c2ccc(Cl)cc2)c(=O)c3=O)cc1	59
COc1ccc(CN2CN(C3CCCCC3)CSC2=S)cc1	64
Cc1ccc(NC(=O)CSc2ncc(-c3ccc(F)cc3)o2)cc1	70
O=[N+]([O-])c1ccc(Oc2cc(S(=O)(=O)c3ccccc3)ccc2[N+](=O)[O-])nc1	56
Cc1ccc(-n2nnnc2CN2CCN(C(=O)C3CC(=O)N(c4ccccc4)C3)CC2)cc1 (stereo unspecified)	62
Cc1cc(=O)n2[nH]cc(C#N)c2n1	61
COc1ccc(Br)cc1S(=O)(=O)n1ccnc1C(C)C	59
CCSc1nnc(NC(=O)CSc2nnc(CNC(=O)c3ccco3)o2)s1	62
Nc1n[nH]c2c1CSc1ccc(Cl)cc1-2	56
NC(=O)C1CCN(CC(=O)Nc2oc3ccccc3c(=O)c2-c2ccccc2)CC1	64
CC(=O)Nc1ccc(S(=O)(=O)N2CCCC(c3nnc(-c4cccs4)o3)C2)cc1 (stereo unspecified)	60
COc1ccc(S(=O)(=O)Nc2ccc(C(=O)Nc3ccc4sccc4c3)cc2)cc1	57
CN1CCN(C(=S)c2ccc(Br)cc2)CC1	62
Cc1sc2nc(SCC(=O)Nc3ccc(S(=O)(=O)NC(C)(C)C)cc3)[nH]c(=O)c2c1C	60
Cc1cc(C)c(C#N)c(SCC(=O)Nc2nsc(-c3ccc(Cl)cc3)n2)n1	87
COc1ccc(S(=O)(=O)n2ccc(-c3ccc4c(c3)CCC(C)(C)O4)n2)cc1	55
CC(C)[C@@H](NC(=O)OCc1ccccc1)C(=O)O	58
CN1CCN(CC(=O)Nc2ccc(C(F)(F)F)cc2Cl)CC1	57
COc1ccc(N2CCN(S(=O)(=O)CCCNC(=O)c3cnccn3)CC2)cc1	62

Gathered by group, the entries above containing a tert-butyl group.
Molecule	RMI-FANCM inh
CC(C)(C)c1ccc(NC(=O)c2ccsc2)cc1	57
Cc1sc2nc(SCC(=O)Nc3ccc(S(=O)(=O)NC(C)(C)C)cc3)[nH]c(=O)c2c1C	60

Further results:
Molecule	RMI-FANCM inh
COC(=O)c1c(NC(C)=O)sc2c1CCN(C(C)=O)C2	68
O=C(Nc1nc(-c2cc3ccccc3oc2=O)cs1)c1cc2cc([N+](=O)[O-])ccc2s1	61
COc1cc(OC)cc(C(=O)NCC(c2cccc3ccccc23)N(C)C)c1 (stereo unspecified)	54*
COc1ccc(C2(C)NN=C3Sc4ccccc4N32)cc1 (stereo unspecified)	51
Cc1cccc(OC(=O)c2sc3nc(C)cc(C)c3c2N)c1	63
CCOC(=O)C(N)C(=O)OCC	55
COC(=O)CSc1nnc(CNC(=O)Cc2ccccc2)n1-c1ccc(OC)cc1	62
CCOc1ccc(-n2c(Cc3cc(=O)[nH]c(=O)[nH]3)nnc2SCC(=O)Nc2cccc(F)c2)cc1	58
CCN1C(=O)C(=Cc2c(O)n(CC)c(=O)n(CC)c2=O)C(=O)N(CC)C1=O	67
O=C(C1CC1)N1CCc2ccc(NS(=O)(=O)Cc3ccc(F)cc3)cc2C1	67
O=C(Nc1ccc(Br)cc1C(=O)O)c1cccnc1	107
O=c1c(-c2ccc(O)cc2)coc2cc(O)cc(O)c12	60&59
O=C(Nc1ccc2c(c1)N(C(=O)c1cccs1)CC2)c1c(F)cccc1Cl	76
ONC(=Nc1ccc(Cl)cc1Cl)c1cnccc1C(F)(F)F	54
CC(O)(P(=O)(O)O)P(=O)(O)O	50
O=C(Nc1nc(-c2cc3ccccc3oc2=O)cs1)c1cc(=O)c2ccccc2o1	63
O=S(=O)(c1ccc(Cl)c(C(F)(F)F)c1)N1CCCCC1	70
O=C(O)CC1S/C(=N/N=C\c2ccc(N3CCOCC3)cc2)NC1=O (stereo unspecified)	60
CCOc1cccc2sc(Nc3nc4cc5c(cc4s3)OCO5)nc12	58
O=C(Sc1ccc(Cl)cc1)c1csc(-c2cccnc2)n1	56
COC(=O)c1ccc(C(=O)OC)c(NC(=O)c2cnc3sc(C)cn3c2=O)c1	52
Cn1ccc(C(=O)Nc2ccc(F)cc2)n1	68
COc1ccc(-c2ccc(N3CCN(C(=O)Nc4cc(OC)cc(OC)c4)CC3)nn2)cc1	115
Cc1cc(NC(=O)CS(=O)(=O)c2cn(Cc3ccccc3Cl)c3ccccc23)no1	69
CCOC(=O)COc1cccc(C(C)=O)c1	56
O=C(N/N=C\c1ccccc1O)c1ccccc1Oc1ccccc1	55
CC(=O)Nc1ccc(S(=O)(=O)Nc2ccc(C(F)(F)F)cn2)cc1	53
COCCN(CCOC)S(=O)(=O)c1ccc(C(=O)Nc2nc3c(OC)ccc(C)c3s2)cc1	71
Cc1cc(O)c(C=Nc2cccc(C(F)(F)F)c2)c(=O)o1	54
Cc1ccccc1OCC(=O)NCc1ccsc1	68
CCOC(=O)O/N=C(/C(=O)c1ccccc1)c1ccccc1	48
O=S(=O)(NCC1CCN(Cc2ccccc2)CC1)c1cc(F)ccc1F	78
O=C(NCCc1ccccc1)c1ccc(Cl)cc1[N+](=O)[O-]	60

From PubChem BioAssay

Only part of the results is shown (hit frequency here may not be typical).
